# Source: PubChem BioAssay (National Center for Advancing Translational Sciences (NCATS))
# L3MBTL1 block = qHTS Assay for the Inhibitors of L3MBTL1. AlphaScreen L3MBTL1–H3K9me1 peptide binding. Lethal(3)malignant brain tumor-like protein 1 (Homo sapiens), Q9Y468. hit rate 0.66% among 230,000. Potency, µM (top dose mostly 57.1 µM), for the others: at the top dose activity, negative = inhibition, usual class: inhibitors; also: nearly all actives have a fitted effect of over 60% in size
#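 AlphaScreen assay: L3MBTL1 (50 nM final) was preincubated 30 min at room temperature with biotinylated H3(1-15)K9me1 peptide (75 nM final), then 30 min with library compounds; streptavidin donor and nickel chelate acceptor beads (10 ug/mL final) added, 30 min dark.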
# TR SRC2 fluor cs = Total Fluorescence Counterscreen for Inhibitors of the Interaction of Thyroid Hormone Receptor and Steroid Receptor Coregulator 2; TRb/SRC2 Texas Red total fluorescence interference; Potency, µM (top dose mostly 106 µM), without a hit: at the top dose fluorescence change, negative = quenching; hit rate 0.29% among 280,000; active = well fitted curve in either direction with a large enough effect; inconclusive = small, poorly fitted or top-dose-only effect
#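 Flags fluorescent or light-absorbing compounds by total fluorescence, S + 2P, at 555 nm excitation and 632 nm emission. Mixture: 20 nM Texas Red SRC2 peptide, 0.6 uM human TRb LBD, 1 uM T3, 5% DMSO; compound exposure 5 h at ambient temperature.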
# TRb SRC2 PPI = qHTS for Inhibitors of the Interaction of Thyroid Hormone Receptor and Steroid Receptor Coregulator 2. TRbeta-SRC2 peptide binding, fluorescence polarization; receptor liganded with 1 µM T3. AID 1469, 2008. Thyroid hormone receptor beta (Homo sapiens), P10828. hit rate 0.065% among 280,000. Potency, µM (series often up to 106 µM), for the others: top-dose activity change, negative = inhibition, actives largely listed as inhibitors;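 also: plate controls were bound peptide for no effect and peptide without receptor for full effect; nearly all actives have a fitted effect of over 50% in size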
# Target sequence (P10828 whole entry, looked up): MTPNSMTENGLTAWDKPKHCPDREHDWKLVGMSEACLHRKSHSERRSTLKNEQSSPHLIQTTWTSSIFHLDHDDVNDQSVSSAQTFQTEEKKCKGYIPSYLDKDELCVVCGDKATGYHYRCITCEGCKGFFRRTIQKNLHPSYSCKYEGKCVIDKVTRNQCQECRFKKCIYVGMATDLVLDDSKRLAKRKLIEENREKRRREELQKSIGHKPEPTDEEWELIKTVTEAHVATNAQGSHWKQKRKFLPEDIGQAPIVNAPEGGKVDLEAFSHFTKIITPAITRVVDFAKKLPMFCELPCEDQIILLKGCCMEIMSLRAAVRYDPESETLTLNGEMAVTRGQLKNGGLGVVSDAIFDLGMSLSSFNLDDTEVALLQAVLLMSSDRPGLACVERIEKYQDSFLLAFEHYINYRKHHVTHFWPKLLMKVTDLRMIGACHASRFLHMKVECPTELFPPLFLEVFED
#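 Human TRb ligand-binding domain (0.6 uM) is mixed with 20 nM Texas Red SRC2 peptide and 1 uM T3; after compound addition and 5 hr at ambient temperature, polarization is measured and normalized to unbound and bound controls.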
# Tau ThT inhib = qHTS for Inhibitors of Tau Fibril Formation, Thioflavin T Binding; Microtubule-associated protein tau (Homo sapiens), P10636; recombinant tau K18 P301L, heparin-induced fibrillization, ThT fluorescence; Potency, µM (titrated, usually from 57.4 µM), inactives show at the highest dose activity, negative = inhibition, actives largely listed as inhibitors; hit rate 2.1% among 270,000; AID 1460, 2008; also: nearly all actives have a fitted effect of over 55% in size
# Target sequence (P10636 561-689 P618L limits assumed): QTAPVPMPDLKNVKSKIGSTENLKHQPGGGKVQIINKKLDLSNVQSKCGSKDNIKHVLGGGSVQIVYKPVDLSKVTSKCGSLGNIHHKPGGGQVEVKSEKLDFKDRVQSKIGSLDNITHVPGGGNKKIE
#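 ThT emission at 510 nm, taken 1 hr after adding 30 uM dye, quantifies aggregates formed when 20 uM heparin acts on human tau K18 P301L for 6 hr at 37 C.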
# Tau fibril FP = qHTS for Inhibitors of Tau Fibril Formation, Fluorescence Polarization; Microtubule-associated protein tau (Homo sapiens), P10636; K18 P301L tau heparin fibrillization, Alexa594 FP, 6 h; Potency, µM (doses to about 57.7 µM), without a hit: at the top dose activity, negative = inhibition, most hits filed as inhibitors; hit rate 0.39% among 280,000; AID 1468, 2008; also: nearly all actives have a fitted effect of over 55% in size
#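 FP of Alexa 594-tau after heparin (20 uM) induction. Substrate: human K18 P301L, 15 uM unlabeled, 0.24 uM labeled. Buffer 100 mM sodium acetate pH 7. 6 hr, 37 C.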
# RECQ1 helicase = qHTS Assay for Inhibitors of RecQ-Like Dna Helicase 1 (RECQ1); hit rate 0.54% among 240,000; ATP-dependent DNA helicase Q1 (Homo sapiens), P46063; Potency, µM (doses to about 57.3 µM), without a hit: top-dose activity, negative = inhibition, actives largely listed as inhibitors; RECQ1 DNA unwinding, red fluorescence kinetic read;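 also: plate controls were vehicle for no effect and no enzyme for full effect; nearly all actives have a fitted effect of over 30% in size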
#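 RECQ1T1 50 nM; forked duplex (20 bp + 30-nt ss tails) 200 nM, ATP 2 mM final; pH 8.0, 2 mM MgCl2, 2.5 ug/ml poly(dI-dC); 15 min compound preincubation; discontinuous kinetic read over 2 h at RT.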
# JMJD2E inh = qHTS Assay for Inhibitors of Human Jumonji Domain Containing 2E (JMJD2E); Lysine-specific demethylase 4E (Homo sapiens), B2RXH2; JMJD2E catalytic domain, FDH-coupled NADH fluorescence (FDH is formaldehyde dehydrogenase); Potency, µM (titrated, usually from 57.1 µM), for inactives: top-dose activity change, negative = inhibition, actives largely listed as inhibitors; hit rate 1.6% among 230,000; active = well fitted inhibition curve with a large enough effect, not every such curve was filed as active; inconclusive = small, poorly fitted or top-dose-only effect, or another doubt; inactive = no such curve, though single readings can be large or run the other way;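 also: 0% = wells with enzyme and -100% = buffer wells without enzyme; nearly all actives have a fitted effect of over 50% in size; many of its hits are not listed in these tables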
# Target sequence (B2RXH2 1-337 limits assumed): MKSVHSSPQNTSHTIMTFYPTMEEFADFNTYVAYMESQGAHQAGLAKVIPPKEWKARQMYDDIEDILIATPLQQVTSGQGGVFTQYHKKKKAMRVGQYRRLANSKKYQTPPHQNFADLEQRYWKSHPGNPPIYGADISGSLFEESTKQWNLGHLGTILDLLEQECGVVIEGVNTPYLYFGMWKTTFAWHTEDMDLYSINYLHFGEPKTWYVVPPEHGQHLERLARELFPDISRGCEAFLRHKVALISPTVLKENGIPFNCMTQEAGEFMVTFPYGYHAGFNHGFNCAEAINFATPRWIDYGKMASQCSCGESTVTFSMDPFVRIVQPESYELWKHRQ
# GoLoco inh red = qHTS Assay for Inhibitors of RGS12 GoLoco Motif Activity (Red Fluorophore) | Gai1:RGS12 GoLoco peptide FP, rhodamine, 10 min | Guanine nucleotide-binding protein G(i) subunit alpha-1 (Homo sapiens), P63096 | AID 880, 2007 | hit rate 0.44% among 230,000 | Potency, µM (doses to about 61.6 µM), for the others: at the top dose activity, negative = inhibition, actives largely listed as inhibitors; active = well fitted inhibition curve with a large enough effect, not every such curve was filed as active; inactive = no such curve, though single readings can be large or run the other way; also: nearly all actives have a fitted effect of over 30% in size; many of its hits are not listed in these tables
# * marks the source's active call; other numbers are inactive results; i = inactive; ? = inconclusive; · = not tested or not shown; [ ] = dose if it differs, or a comment. Unless noted, calls follow the shape of the dose curve; as a rule, active = well fitted curve in the direction sought with a large enough effect; inconclusive = small, poorly fitted or top-dose-only effect, or another doubt; inactive = no such curve, though single readings can be large; an effect the other way counts as inactive or inconclusive. Unless noted, % is scaled to controls: 0 for no effect and ±100 for the full control effect; potency is read from the fitted curve at half-maximal effect. An excerpt, so the mix of outcomes need not match the whole.
# Letters – A = L3MBTL1 block; B = TR SRC2 fluor cs; C = TRb SRC2 PPI; D = Tau ThT inhib; E = Tau fibril FP; F = RECQ1 helicase; G = JMJD2E inh; H = GoLoco inh red
canonical_smiles: CN(C)C(=O)c1nc2ccc(Cl)cn2c1CN1CCCC(OCc2cccnc2)C1 (stereo unspecified)
  A: 8%	B: -1%[53 µM]	C: -7%[53 µM]	D: -5%	E: 2%	F: -20%	G: 6%	H: -3%

canonical_smiles: CCOC(=O)Cn1c(S(=O)(=O)Cc2ccccc2)nc2ccccc21
  A: 12%	B: 0%	C: 3%	D: -5%	E: 4%	F: -1%	G: 8%	H: -9%

canonical_smiles: CCc1cccc(OCC(=O)Nc2c[nH]c(=O)[nH]c2=O)c1
  A: 13%	B: -3%	C: -5%	D: 1%	E: -3%	F: i	G: 11%	H: -7%

canonical_smiles: C=CCn1c(=O)c(C#N)cc2c(=O)n3ccccc3nc21
  A: -7%	B: 11%	C: -26%	D: -5%	E: -3%	F: ?	G: ?	H: 38%[activator]

canonical_smiles: O=C(COC(=O)c1ccc2ccccc2c1)Nc1ncc(C(F)(F)F)cc1Cl
  A: ·	B: -1%	C: 3%	D: 1%	E: 1%	F: -2%	G: ?	H: 4%

canonical_smiles: Cc1ccc(-c2cc(C(=O)N3CCN(c4ncccn4)CC3)c3cc(Br)ccc3n2)o1
  A: -15%	B: -2%	C: 4%	D: ?	E: -9%	F: 23%	G: ?	H: 6%

canonical_smiles: O=C(N/N=C/c1cc(Br)cc(Br)c1O)c1cccc(N2CCCC2=O)c1
  A: ?	B: 1%	C: 5%	D: ?	E: 7%	F: i	G: ?	H: 8%

canonical_smiles: CSc1ccc(CCNC(=O)c2cc3c(-c4ccccc4F)nn(C)c3s2)cc1
  A: ·	B: 0%	C: -4%	D: -10%	E: ?	F: ·	G: ·	H: ·

canonical_smiles: O=C(NCc1ccco1)c1cc(=O)c2ccccc2o1
  A: 2%	B: -3%	C: 4%	D: -4%	E: -4%	F: -9%	G: 5%	H: 7%

canonical_smiles: O=C(Cn1ccc([N+](=O)[O-])n1)NCc1cccnc1
  A: 0%	B: -1%	C: -2%	D: -7%	E: -1%	F: i	G: 11%	H: 7%

canonical_smiles: O=C(Nc1ccc(F)cc1)N(CCCN1CCOCC1)Cc1cc2cc3c(cc2[nH]c1=O)OCCO3
  A: -4%	B: 1%	C: 11%	D: -8%	E: -12%	F: 4%	G: ?	H: -3%

canonical_smiles: Cc1cc(C)n2cc(CSCc3ccccc3)nc2n1
  A: 15%	B: -5%	C: 1%	D: 8%	E: -13%	F: -14%	G: 2%	H: 9%

canonical_smiles: CCOC(=O)N1CCN(C(=O)CS(=O)(=O)Cc2nc(-c3ccccc3C)oc2C)CC1
  A: 30%	B: 1%	C: 1%	D: 2%	E: -2%	F: 3%	G: 7%	H: 4%

canonical_smiles: CCOc1ccccc1NC(=O)N1CC(CC)Oc2ccccc21 (stereo unspecified)
  A: ·	B: -3%	C: -1%	D: -9%	E: -1%	F: ·	G: ·	H: ·

canonical_smiles: CNC(=O)c1c(NC(=O)/C=C/c2ccccc2Cl)sc2c1CCC2
  A: ·	B: 1%	C: -2%	D: ?	E: -9%	F: ·	G: ·	H: ·

# Later entries.
# Letters – A = L3MBTL1 block; B = TR SRC2 fluor cs; C = TRb SRC2 PPI; D = Tau ThT inhib; E = Tau fibril FP; F = RECQ1 helicase; G = JMJD2E inh; H = GoLoco inh red
canonical_smiles: Nc1ccc(O)c([N+](=O)[O-])c1
  A: ?	B: -15%[201 µM]	C: -4%[201 µM]	D: ·	E: ·	F: -1%	G: ·	H: 1%

canonical_smiles: O=C(NC1CCCCC1)C(c1ccc(Cl)cc1)N(C(=O)c1cnccn1)c1ccc2c(c1)OCO2 (stereo unspecified)
  A: 1%[11.4 µM]	B: -1%	C: 8%	D: -15%	E: 0%	F: -10%	G: 0%	H: 5%

canonical_smiles: COC(c1ccccc1Br)C(C)/C=C/CCO (stereo unspecified)
  A: ·	B: -3%[11.2 µM]	C: 5%[11.2 µM]	D: 4%[11.5 µM]	E: 3%[11.6 µM]	F: 5%[11.5 µM]	G: ·	H: ·

canonical_smiles: Fc1ccc(-c2cn3cc(Cc4ccc(Cl)cc4)sc3n2)cc1
  A: ·	B: -14%	C: 7%	D: 1%	E: ?	F: ·	G: ·	H: ·

canonical_smiles: Cc1nc2ccccc2c2oc(C(=O)NCCN3CCN(C)CC3)cc12
  A: 0%	B: 1%	C: 6%	D: 5%	E: 3%	F: 18%	G: -5%	H: 7%

canonical_smiles: COc1ccc(-c2noc(CCCc3ccccc3)n2)cc1OC
  A: 46%[activator]	B: 1%	C: -12%	D: -18%	E: -8%	F: i	G: -3%	H: -10%

canonical_smiles: CC=C1C2C=C(C)CC1(N)c1ccc(=O)[nH]c1C2 (stereo unspecified)
  A: ·	B: -1%	C: 0%	D: 1%	E: -8%	F: 15%	G: ·	H: 2%

canonical_smiles: CCC(C)(C)N1CC(=O)N(Cc2ccccc2)C(c2ccc(OC)cc2)C1=O (stereo unspecified)
  A: -4%	B: 3%	C: -3%	D: -11%	E: 6%	F: i	G: 13%	H: 0%

canonical_smiles: O=C(COC(=O)C1CCN(C(=O)c2ccc(Cl)cc2)CC1)c1ccco1
  A: 2%	B: 2%	C: 2%	D: -9%	E: -2%	F: i	G: -1%	H: 4%

canonical_smiles: CC1CCN(C(=O)c2ccc(CNc3c(N4CCCC4)c(=O)c3=O)cc2)CC1
  A: ·	B: -1%	C: 5%	D: ·	E: -3%	F: -14%	G: 5%	H: -3%

canonical_smiles: Cc1cc2[nH]c(=O)c(=O)[nH]c2cc1S(=O)(=O)N1CCN(c2cccc(C(F)(F)F)c2)CC1
  A: ·	B: 4%	C: 7%	D: -8%	E: ?	F: ·	G: ·	H: ·

canonical_smiles: Cc1ccsc1C(=O)C1CCCN(Cc2cn(C)nc2-c2ccccc2)C1 (stereo unspecified)
  A: -10%	B: -1%	C: 5%	D: -6%	E: 4%	F: -6%	G: -2%	H: 5%

canonical_smiles: CCOc1ccc(C2C(=O)N(C3CCCCC3)CC(=O)N2C2CCCC2)cc1OC (stereo unspecified)
  A: ·	B: 0%	C: -4%	D: -2%	E: 2%	F: ·	G: ·	H: ·

canonical_smiles: CCOCc1cc(CN2CCN(c3ccccc3OC)CC2)c(O)c2ncccc12
  A: ·	B: -2%	C: 1%	D: ?	E: 6%	F: ·	G: ·	H: ·

canonical_smiles: CC(=O)c1cccc(NC(=O)N2CCCC2C(=O)NCc2ccc3c(c2)OCO3)c1 (stereo unspecified)
  A: 3%	B: 4%	C: -1%	D: -15%	E: -8%	F: -3%	G: -4%	H: 9%

# Among those listed so far, these contain a thiophene ring, fused or not:
# Letters – A = L3MBTL1 block; B = TR SRC2 fluor cs; C = TRb SRC2 PPI; D = Tau ThT inhib; E = Tau fibril FP; F = RECQ1 helicase; G = JMJD2E inh; H = GoLoco inh red
canonical_smiles: CSc1ccc(CCNC(=O)c2cc3c(-c4ccccc4F)nn(C)c3s2)cc1
  A: ·	B: 0%	C: -4%	D: -10%	E: ?	F: ·	G: ·	H: ·

canonical_smiles: CNC(=O)c1c(NC(=O)/C=C/c2ccccc2Cl)sc2c1CCC2
  A: ·	B: 1%	C: -2%	D: ?	E: -9%	F: ·	G: ·	H: ·

canonical_smiles: Cc1ccsc1C(=O)C1CCCN(Cc2cn(C)nc2-c2ccccc2)C1 (stereo unspecified)
  A: -10%	B: -1%	C: 5%	D: -6%	E: 4%	F: -6%	G: -2%	H: 5%

# Retrieved one by one from above (two):
# Letters – A = L3MBTL1 block; B = TR SRC2 fluor cs; C = TRb SRC2 PPI; D = Tau ThT inhib; E = Tau fibril FP; F = RECQ1 helicase; G = JMJD2E inh; H = GoLoco inh red
canonical_smiles: COc1ccc(-c2noc(CCCc3ccccc3)n2)cc1OC
  A: 46%[activator]	B: 1%	C: -12%	D: -18%	E: -8%	F: i	G: -3%	H: -10%

canonical_smiles: CCOc1ccc(C2C(=O)N(C3CCCCC3)CC(=O)N2C2CCCC2)cc1OC (stereo unspecified)
  A: ·	B: 0%	C: -4%	D: -2%	E: 2%	F: ·	G: ·	H: ·
